TRPC4 block: inhibitors of mouse TRPC4 channel, primary screen, Fluo4 calcium, HEK293 TRPC4beta/mu-opioid cells. B-score at 10 µM. DAMGO-evoked Fluo4 calcium flux; active compounds read low. hit rate 0.39% among 300,000. AID 2247, 2010. Short transient receptor potential channel 4 (Mus musculus), Q9QUQ5;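 active means B-score over 3 SD under the library average, no early fluorescence shift, positive overall ratio signal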
Target sequence (Q9QUQ5 whole entry, looked up): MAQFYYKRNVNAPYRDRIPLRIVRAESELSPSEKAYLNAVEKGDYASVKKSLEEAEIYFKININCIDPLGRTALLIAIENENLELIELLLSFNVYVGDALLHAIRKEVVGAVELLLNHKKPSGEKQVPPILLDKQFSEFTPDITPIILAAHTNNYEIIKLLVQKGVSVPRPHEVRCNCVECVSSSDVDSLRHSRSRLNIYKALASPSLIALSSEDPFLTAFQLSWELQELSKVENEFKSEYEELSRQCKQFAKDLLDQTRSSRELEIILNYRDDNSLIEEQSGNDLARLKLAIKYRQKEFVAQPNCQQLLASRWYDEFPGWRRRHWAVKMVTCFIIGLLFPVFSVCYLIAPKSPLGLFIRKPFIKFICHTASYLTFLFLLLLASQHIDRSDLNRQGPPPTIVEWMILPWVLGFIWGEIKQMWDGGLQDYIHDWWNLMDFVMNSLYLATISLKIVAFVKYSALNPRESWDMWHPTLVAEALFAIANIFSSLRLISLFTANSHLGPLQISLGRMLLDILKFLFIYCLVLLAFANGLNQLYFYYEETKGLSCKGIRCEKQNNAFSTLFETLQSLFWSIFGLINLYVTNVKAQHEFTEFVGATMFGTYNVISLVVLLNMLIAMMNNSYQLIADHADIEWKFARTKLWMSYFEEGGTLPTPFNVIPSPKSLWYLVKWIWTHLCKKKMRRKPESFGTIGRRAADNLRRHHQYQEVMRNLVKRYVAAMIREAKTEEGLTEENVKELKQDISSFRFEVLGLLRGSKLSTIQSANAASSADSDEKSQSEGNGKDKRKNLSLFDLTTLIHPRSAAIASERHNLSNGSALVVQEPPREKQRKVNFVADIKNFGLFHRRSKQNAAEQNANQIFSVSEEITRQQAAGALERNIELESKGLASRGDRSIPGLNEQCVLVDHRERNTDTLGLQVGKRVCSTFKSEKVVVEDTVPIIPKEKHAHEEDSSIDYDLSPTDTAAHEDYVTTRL
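System: stable TRPC4beta/mu-opioid receptor HEK293 cells; Dosing: single-point compound dosing; Measured by: Fluo4 Ca2+ flux fluorescence; Read-out basis: per-well B score of integrated baseline-normalized Fluo4 ratio.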
RGS4 block: RGS4 inhibitors, primary screen, cell-based, HEK293 M3R inducible RGS4, calcium flux. Regulator of G-protein signaling 4 (Homo sapiens), P49798. Fluo-4 calcium flux; active compounds read high; triggered by carbachol at its EC20. B-score at 10 µM. hit rate 0.45% among 310,000;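 active means B-score, a plate-corrected calcium signal, over three deviations above library mean, with baseline fluorescence within five deviations of library mean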;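 further: RGS4 expression induced by doxycycline in cells with stable M3 receptor; B-score is computed from the integrated fluorescence ratio over baseline after carbachol; higher B-score means a larger calcium signal and so more RGS4 inhibition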
MrgX1 ag: agonists of human MrgX1 receptor, primary screen, HEK293 cells, Fluo-4 calcium flux. hit rate 0.44% among 310,000. Fluo-4 calcium fluorescence, agonist mode; active compounds read high. B-score at 10 µM. Mas-related G-protein coupled receptor member X1 (Homo sapiens), Q96LB2;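 active means calcium response B-score plate-corrected fluorescence ratio at least 3 library SD, with starting fluorescence B-score inside 5 SD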
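Material: HEK293 cells stably expressing human MrgX1 receptor | Quantity: 15,000 cells per well | Times: Cells plated overnight, dye loaded 0.5 h 37 °C, 0.5 h room temperature | Measured by: Kinetic Fluo-4 NW fluorescence of intracellular calcium | Control set: Positive and negative controls per plate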
TRPC4 potent: positive allosteric modulators of TRPC4, primary screen, cell-based, mouse TRPC4beta, HEK293 mu-opioid, Fluo-4 calcium. hit rate 0.42% among 310,000. B-score at 10 µM. AID 2227, 2009. DAMGO EC20, Fluo-4 Ca2+ flux; active compounds read high. Short transient receptor potential channel 4 (Mus musculus), Q9QUQ5;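 active means B-score of calcium response area above 5 SD of library B-scores, with initial fluorescence ratio within 5 SD of library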;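 further: B-score of integrated fluorescence ratio over time as area under calcium response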
TMEM16A inh: TMEM16A chloride channel inhibitors, primary screen, cell-based, HTS. Anoctamin-1 (Mus musculus), Q8BHY3. HEK293 TMEM16A/YFP iodide influx fluorescence, ionomycin. normalized B-score (activity score, 25-100; higher = stronger inhibition) at 10 µM. hit rate 1.2% among 310,000;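 active means ratio plate-corrected score three or more library SD toward inhibition, starting fluorescence score within five deviations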;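 further: score derived from kinetic fluorescence span divided by baseline fluorescence per well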
MrgX1 allo act: positive allosteric modulators of MrgX1, primary screen, HEK293 cells, Fluo-4 calcium flux; FDSS; active compounds read high; B-score at 10 µM; hit rate 0.63% among 310,000; AID 588675, 2011;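 active means plate-corrected calcium response at least 3 library SD above typical, normal starting fluorescence, not activating the receptor alone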;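 further: compound read alongside a low EC10 to EC30 dose of BAM8-22 agonist; peak minus trough fluorescence over baseline measured at the second addition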
TRPC4 act: activators of mouse TRPC4 channel, primary screen, Fluo4 calcium, HEK293 TRPC4beta/mu-opioid cells | hit rate 0.49% among 310,000 | Fluo4 calcium fluorescence; active compounds read high | B-score at 10 µM | Short transient receptor potential channel 4 (Mus musculus), Q9QUQ5;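 active means B-score above 5 SD of library B-scores, and initial fluorescence ratio not above library mean plus 5 SD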;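 further: positive B-score marks a calcium rise read as TRPC4 activation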
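Assay system – TRPC4beta and mu-opioid receptor HEK293 stable cells · Measured by – Fluo4 fluorescence, kinetic · Schedule – dye loading 45 min room temperature, 110 s kinetic read · Read-out – B-scored integrated calcium fluorescence ratio · Controls – buffer and maximal DAMGO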
TRPC6 inhibitor: mouse TRPC6 channel inhibitors, primary screen, cell-based, HEK293, membrane potential dye; ACh-evoked depolarization; active compounds read low; hit rate 1.1% among 310,000; B-score at 10 µM; Short transient receptor potential channel 6 (Mus musculus), Q61143;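 active means B-score under library mean minus 3 SD, initial fluorescence not abnormally high, positive integrated signal ratio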;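 further: B-score derived from integrated fluorescence ratio over the kinetic read; more negative B-score means stronger inhibition of depolarization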
ANO1 activ: TMEM16A chloride channel activators or potentiators, primary screen, cell-based, HTS; hit rate 0.3% among 340,000; AID 623877, 2012; B-score at 10 µM; Anoctamin-1 (Mus musculus), Q8BHY3; HEK293 TMEM16A/YFP-H148Q/I152L, iodide quench fluorescence; active compounds read low;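 active means fluorescence-ratio B-score plate-corrected deviation score at least 3 library SD below zero, with starting fluorescence score within 5 deviations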;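 further: channel opened by trigger with iodide after compound preincubation; score built on the fluorescence ratio of max minus min over baseline; more negative score means more quench and so TMEM16A activation or potentiation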
TRPC6 activator: mouse TRPC6 channel activators, primary screen, cell-based, HEK293, membrane potential dye | AID 2550, 2010 | Short transient receptor potential channel 6 (Mus musculus), Q61143 | B-score at 10 µM | hit rate 0.13% among 310,000 | HEK293-TRPC6 membrane potential dye fluorescence; active compounds read high;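 active means B-score of the integrated fluorescence ratio above library mean plus 3 SD, and starting fluorescence ratio within library mean plus 5 SD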;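 further: higher score means more depolarization so channel activation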
MrgX1 antag: antagonists of human MrgX1 receptor, primary screen, HEK293 cells, Fluo-4 calcium flux; Mas-related G-protein coupled receptor member X1 (Homo sapiens), Q96LB2; BAM8-22 antagonism; active compounds read low; B-score at 10 µM; hit rate 1.3% among 310,000; AID 588676, 2011;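 active means calcium-response B-score plate-corrected more than 3 library SD below zero, starting fluorescence within 5 deviations, no agonist response on first addition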;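 further: peak minus trough fluorescence over baseline after final BAM8-22 challenge near maximal dose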
The depositor's hits bear a star; i = inactive; nt = no result given.

SMILES	TRPC4 block	RGS4 block	MrgX1 ag	TRPC4 potent	TMEM16A inh	MrgX1 allo act	TRPC4 act	TRPC6 inhibitor	ANO1 activ	TRPC6 activator	MrgX1 antag
COc1ccc(N2CCN(C(=O)COC(=O)CCOc3ccc(C)cc3)CC2)cc1	i	i	i	i	i	i	i	i	i	i	i
CC(O)c1cccc(NC(=O)Cc2cccc3ccccc23)c1 (stereo not given)	i	i	i	i	i	i	i	i	nt	i	i
CC(C)(C)c1ccc(/C=N/NC(=O)C(=O)NCCCN2CCOCC2)cc1	i	i	i	i	i	i	i	i	i	i	i
Cc1nn(-c2ccccc2)c2sc(C(=O)NC3CCCCC3)cc12	i	i	i	i	i	i	i	i	i	i	i
Cc1noc(C)c1NC(=O)NC(c1ccccc1)c1ccccc1	i	i	i	i	i	i	i	i	i	i	i
CCOC(=O)c1c(-c2ccc(C)o2)csc1NC(=O)CN1CCCCC1	i	i	i	i	i	i	i	i	i	i	i
N#Cc1c(NC(=O)CCCN2C(=O)c3ccccc3C2=O)oc(-c2ccccc2)c1-c1ccccc1	i	i	i	i	i	i	i	i	-22*	i	i
Fc1ccc(OCCOCCN2CCCC2)cc1	i	i	i	i	i	i	i	i	i	i	i
CCOC(=O)N1CCC(Nc2ccc3nnc(-c4ccccc4)n3n2)CC1	i	i	i	i	i	i	i	-5.5*	i	i	i
O=C1NCCN1C(=O)c1cccc(Cl)c1	i	i	i	i	i	i	i	i	i	i	i
Cc1c(NS(=O)(=O)c2ccc(N)cc2)c(=O)n(-c2ccccc2)n1C	i	i	i	i	i	i	i	i	i	i	i
O=C(c1ccc2c(c1)OCO2)N1CCN(S(=O)(=O)c2ccc(Cl)cc2)CC1	i	i	i	i	i	i	i	i	i	i	-4.5*
CS(=O)(=O)N(Cc1ccccc1)c1ccccc1C(=O)N1CCN(c2ccccc2)CC1	i	i	i	i	i	i	i	i	i	i	i
O=C(C1CCC(=O)N(C2CC2)C1)N1CCN(c2cccc(Cl)c2)CC1 (stereo not given)	i	i	i	i	i	i	i	i	i	i	i
CCCN1CCN(C(=O)c2nn(-c3ccc(OC)cc3)c(=O)c3c2c2ccccc2n3C)CC1	i	i	i	i	i	i	i	i	i	i	i
O=C(CN1CCN(c2ccc(C(F)(F)F)cn2)CC1)Nc1ccc2c(c1)OCO2	i	i	i	i	i	i	i	i	i	i	i
CC(=O)Nc1ccc(Nc2ccc(N3C(=O)CCCC3=O)cc2[N+](=O)[O-])cc1	i	i	i	i	i	i	i	i	i	i	i
CCn1c(C)cc2c(c1=O)C(c1ccccc1Br)C(C#N)=C(N)O2 (stereo not given)	i	i	i	i	i	i	i	i	i	i	i
CCOc1ccccc1C1C(C(N)=O)=C(C)Nc2nc(-c3cccc(C)c3)nn21 (stereo not given)	i	i	i	i	i	i	i	i	i	i	i
CN1CCC(Oc2ccccc2Sc2ccc(C(F)(F)F)cc2)CC1	i	i	i	i	i	i	i	i	i	i	i
Cc1ccc(NC(=O)Cn2c(=O)n(CCCCC(=O)NCc3ccco3)c(=O)c3ccccc32)cc1	i	i	i	i	i	i	i	i	i	i	i
CCOc1ccc(CN(C)CC(=O)Nc2ccc(N3CCOCC3)cc2)cc1OC	i	i	i	i	i	i	i	i	i	i	i
CC(SCc1ccccc1)C(=O)Nc1ccccc1F (stereo not given)	i	i	i	i	i	i	i	i	i	i	i
CCOCCCn1c(SCC(=O)N2CCOCC2)nc2ccccc2c1=O	i	i	i	i	i	i	i	i	i	i	i
COc1ccccc1NC(=O)C(C)OC(=O)CCCN=C1NS(=O)(=O)c2ccccc21 (stereo not given)	i	i	i	i	i	i	i	i	i	i	i
O=C(CCc1ccccc1)Nc1ccnn1C1CCN(C/C=C/c2ccccc2)CC1	-6*	i	i	i	i	i	i	i	i	i	i
O=C(NCCc1ccccc1)c1cccnc1	i	i	i	i	i	i	i	i	i	i	i
CC(=O)Nc1ccc(OCCCNC(=O)c2c(-c3ccccc3)noc2C)cc1	i	i	i	i	i	i	i	i	i	i	i
COC(=O)C(C(=O)OC)C(C[N+](=O)[O-])c1ccc(OC)c(OC)c1 (stereo not given)	i	i	i	i	i	i	i	i	i	i	i
O=C(c1ccccn1)N1CCN(c2ccc(C(F)(F)F)cn2)CC1	i	i	i	i	i	i	i	i	i	i	i
COc1cc(/C=C/c2ccc3cccc(O)c3n2)cc(OC)c1OC	i	i	i	i	i	i	i	i	i	i	i
O=C(Nc1ccc(Br)c2cccnc12)c1ccc(Cn2cc(Cl)cn2)o1	i	i	i	i	i	i	i	i	i	i	i
S=C(NCc1ccccn1)Nc1ccc(Cl)cc1Cl	i	i	i	i	i	i	i	i	i	i	i
Cc1c2c(c(C)n1C)C(C(=O)NC1CCCCC1)N(Cc1ccccc1)C2=O (stereo not given)	i	i	i	i	i	i	i	i	i	i	i
COCCn1c(=O)[nH]c2cc(C(=O)Nc3cc(C)cc(C)c3)ccc2c1=O	i	i	i	i	i	i	i	i	i	i	i
Cc1ccc(S(=O)(=O)N/N=C/c2cccc3c2OCCO3)cc1	i	i	i	i	i	i	i	i	i	i	i
Cc1cccc(C)c1NC(=O)CSc1nnc([C@@H]2CCCN2C(=O)OC(C)(C)C)o1	i	i	i	i	i	i	i	i	i	i	i
O=C(NCc1ccc2c(c1)OCO2)c1cc(-c2ccccc2)on1	nt	nt	i	nt	i	i	nt	nt	i	nt	i
Cc1cccc(-n2cnc(C(=O)N3CCN(C)CC3)c2)n1	i	i	i	i	i	i	i	i	i	i	i
CCC(C(=O)NC(C)(C)C)N(C(=O)Cn1nnc(-c2cccs2)n1)c1cnc2ccccc2c1 (stereo not given)	i	i	i	i	i	i	i	i	i	i	i
COC(=O)c1ccc(-n2nnnc2SCc2nn[nH]n2)cc1	i	i	i	i	i	i	i	i	i	i	i
O=NN1CCN(c2ccncc2S(=O)(=O)N2CCCCC2)CC1	i	i	i	i	i	i	i	i	i	i	i
O=C(c1ccc(Cl)c(S(=O)(=O)N2CCOCC2)c1)N1CCCC1	i	i	i	i	i	i	i	i	i	i	i
O=c1[nH]c(=S)[nH]c(O)c1N=Nc1ccc(-c2ccccc2)cc1[N+](=O)[O-]	i	i	nt	i	nt	nt	i	i	nt	i	nt
O=C(/C=C/c1ccco1)Oc1cccc2cccnc12	i	i	i	i	i	i	i	i	i	i	i
Cc1ccc(CSCC(=O)N(C)CC(=O)Nc2ccc(C)cc2)cc1	i	i	i	i	i	i	i	i	i	i	i
COc1cccc(C(=O)NC(=S)Nc2ccc3oc(=O)ccc3c2)c1	i	i	i	i	i	i	i	i	i	i	i
COc1ccc(C2C(C(=O)N3CCCC3)c3cc(OC)c(OC)cc3C(=O)N2C)cc1OC (stereo not given)	i	i	i	i	i	i	i	i	i	i	i
Cc1ccc(S(=O)(=O)Nc2nc(C)c(C(=O)NN)s2)cc1	i	i	i	i	i	i	i	i	i	i	i
Cc1cc(C)c(C#N)c(SCc2nnc(-c3ccccc3[N+](=O)[O-])o2)n1	i	i	i	i	i	i	i	i	i	i	i

Next part.
SMILES	TRPC4 block	RGS4 block	MrgX1 ag	TRPC4 potent	TMEM16A inh	MrgX1 allo act	TRPC4 act	TRPC6 inhibitor	ANO1 activ	TRPC6 activator	MrgX1 antag
CC(=O)c1cccc(CN2CCC(n3nccc3NC(=O)c3ccc4c(c3)OCO4)CC2)c1	i	i	i	i	i	i	i	i	i	i	i
COc1cc2cc(CN(Cc3cccnc3)C(=O)Nc3ccccc3F)c(=O)[nH]c2cc1OC	i	i	i	i	i	i	i	i	i	i	i
O=C(c1ccc(COc2ccccc2Br)o1)N1CCN(c2ccccn2)CC1	i	i	i	i	i	i	i	i	i	i	i
NCCCC[C@@H]1NC(=O)c2cc([N+](=O)[O-])cc(F)c2NCCCC[C@@H](C(N)=O)NC(=O)[C@H](CCC(N)=O)NC1=O	i	i	i	i	i	i	i	i	i	i	i
C[C@@H]1C(=O)O[C@H]2[C@H]1CC[C@@]1(C)C(=O)C=C[C@@](C)(O)[C@H]21	i	i	i	i	i	i	i	i	i	i	i
CC1CCN(C2=NC(=O)/C(=C/c3cccc(O)c3)S2)CC1	i	i	i	i	i	i	i	i	i	i	i
COCCNC(=O)C(=O)Nc1cccc(Br)c1	i	i	i	i	i	i	i	i	i	i	i
CN(c1ccccc1)S(=O)(=O)c1ccc(NC(=O)c2nc(S(C)(=O)=O)ncc2Cl)cc1	i	i	i	i	25*	i	i	i	-5.5*	i	-5.7*
CCCc1nc2ccccc2c(=O)n1CCc1ccccc1	i	i	i	i	i	i	i	i	i	i	i
CCc1nc(C)cn1S(=O)(=O)c1cc(Br)ccc1OC	i	i	i	i	i	i	i	i	i	i	i
Cc1ccc2nc(C(F)(F)F)c(C#N)c(N)c2c1	i	i	i	i	i	i	i	i	i	i	i
Cc1ccc(CNC(=O)C(=O)NCCCn2ccnc2)cc1	i	i	i	i	i	i	i	i	i	i	i
COc1ccc(Nc2nc3ccccc3n3cnnc23)cc1Cl	i	i	i	i	i	i	i	i	i	i	i
COc1ccc(CNC(=O)OCCN2CCN(S(=O)(=O)c3ccc(C)cc3)CCC2=O)cc1	i	i	i	i	i	i	i	i	i	i	i
Cc1ccc2c(c1)Oc1ccccc1C=C2C(=O)O	i	i	i	i	i	i	i	i	i	i	i
COC(=O)C1C(c2ccccc2)C=CC(c2ccccc2)C1C(=O)O (stereo not given)	i	i	i	i	i	i	i	i	i	i	i

Compound activity: PubChem BioAssay, Johns Hopkins Ion Channel Center
